D1 agonist – Allosteric Agonists of the Human D1 Dopamine Receptor: qHTS; D(1A) dopamine receptor (Homo sapiens), P21728; HEK293 T-REx D1 cells, calcium flux, agonist mode; activation, % at 2 µM; hit rate 1% among 360,000; also: 0% is about no effect
Target sequence (P21728 whole entry, looked up): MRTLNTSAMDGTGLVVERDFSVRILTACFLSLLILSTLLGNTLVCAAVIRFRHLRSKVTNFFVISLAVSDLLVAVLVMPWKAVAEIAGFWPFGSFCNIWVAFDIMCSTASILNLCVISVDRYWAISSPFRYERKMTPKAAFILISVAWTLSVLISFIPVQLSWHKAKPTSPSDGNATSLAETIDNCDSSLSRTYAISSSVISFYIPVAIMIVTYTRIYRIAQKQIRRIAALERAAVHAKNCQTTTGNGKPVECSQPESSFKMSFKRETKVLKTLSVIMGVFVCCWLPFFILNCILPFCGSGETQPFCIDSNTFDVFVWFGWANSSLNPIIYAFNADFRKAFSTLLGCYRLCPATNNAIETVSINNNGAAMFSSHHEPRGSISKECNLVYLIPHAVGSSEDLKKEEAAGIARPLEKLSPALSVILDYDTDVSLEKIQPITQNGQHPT
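Tetracycline-induced HEK293 TREx D1 cells, force-coupled to calcium signalling, were dye-loaded with a no-wash calcium kit. Compound was pin-added after a 10 s baseline. Fluorescence was read kinetically at 1 cycle/s for 180 s, with calcium rises flagged as agonism.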
D2 potentiator – HTS Assay for Positive Allosteric Modulators of the Human D2 Dopamine Receptor: Primary Screen for Potentiators | D(2) dopamine receptor (Homo sapiens), P14416 | HEK293 T-REx D2, calcium flux, EC20 dopamine potentiation | potentiation, % at 10 µM | hit rate 0.34% among 340,000;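 active = potentiation over 3 SD above the plate norm, cut at about 30% in these data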; also: 0% is about no effect
Target sequence (P14416 whole entry, looked up): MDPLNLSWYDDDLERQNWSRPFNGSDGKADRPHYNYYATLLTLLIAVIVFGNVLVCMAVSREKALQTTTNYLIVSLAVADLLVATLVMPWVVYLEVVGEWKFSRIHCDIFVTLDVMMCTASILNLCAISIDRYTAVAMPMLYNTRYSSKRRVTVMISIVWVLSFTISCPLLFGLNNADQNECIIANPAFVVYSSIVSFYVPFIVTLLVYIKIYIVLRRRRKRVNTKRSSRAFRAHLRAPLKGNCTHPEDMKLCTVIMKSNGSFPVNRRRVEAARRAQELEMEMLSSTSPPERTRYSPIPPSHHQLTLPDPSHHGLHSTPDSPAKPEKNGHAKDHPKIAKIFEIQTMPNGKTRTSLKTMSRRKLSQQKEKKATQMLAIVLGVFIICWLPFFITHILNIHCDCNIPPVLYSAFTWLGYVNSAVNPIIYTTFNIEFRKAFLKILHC
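Tetracycline-induced HEK293 T-REx cells force-coupled to calcium signalling expressed D2; compounds were pin-added after a 10 s baseline, read kinetically 180 s, then an EC20 dopamine challenge followed with a further 180 s calcium read.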
RXFP1 antag – qHTS Assay for Antagonists of the Relaxin Receptor RXFP1 | Relaxin receptor 1 (Homo sapiens), Q9HBX9 | HEK293-RXFP1, relaxin-stimulated cAMP HTRF, 30 min; active compounds read low | activity change, negative = inhibition, % at 57.5 µM | hit rate 0.59% among 350,000 | AID 1259400, 2018;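 active = activity change of -60% or lower, but not beyond a set lower limit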; also: % is scaled to controls: 0 for no effect and ±100 for the full control effect
D1 antagonist – Antagonist of Human D 1 Dopamine Receptor: qHTS. activity change, negative = inhibition, % at 10 µM. HEK293 TREx D1 cells, calcium flux, dopamine EC80; active compounds read low. hit rate 3.2% among 360,000. D(1A) dopamine receptor (Homo sapiens), P21728. AID 504652, 2011; in the data active = activity change below about -30%; also: % is scaled to controls: 0 for no effect and ±100 for the full control effect
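Antagonism measured as reduced calcium response to an EC80 dopamine addition following 180 s compound pre-read; cells were inducible HEK293 Trex D1 plated overnight at 30 C, read kinetically at 1 cycle/sec.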
D1 potentiator – Potentiators of Human D1 Dopamine Receptor: qHTS; D(1A) dopamine receptor (Homo sapiens), P21728; HEK293 TREx D1 cells, calcium flux, dopamine EC20 potentiation; potentiation, % at 10 µM; hit rate 0.036% among 360,000; in the data active = potentiation above about 30%; also: 0% is about no effect
TRHR agonist – qHTS for Small Molecule Agonists and Allosteric Enhancers of Human TRH Receptor: Primary Screen for Agonists. TRHR cells, calcium flux fluo-8, FDSS agonist mode. activation, % at 2 µM. hit rate 0.18% among 360,000. AID 493084, 2011; also: 0% is about no effect
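TRHR-expressing cells, plated overnight in medium with 10% serum, were loaded with fluo-8 calcium dye at room temperature. After a 10 s baseline, library compound was pin-added and calcium release was recorded kinetically (ex 480/em 530) as agonist response.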
TRHR PAM – qHTS for Small Molecule Agonists and Allosteric Enhancers of Human TRH Receptor: Primary Screen for Enhancers | enhancement, % at 2 µM | hit rate 0.66% among 360,000 | Thyrotropin-releasing hormone receptor (Homo sapiens), P34981 | TRHR cells, fluo-8 calcium fluorescence, EC20 TRH enhancement; in the data active = enhancement above about 30%; also: 0% is about no effect
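Enhancer read-out: after compound pinning and an initial kinetic agonist-mode read, an EC20 of TRH (10 nM final) was injected and fluo-8 calcium signal (Ex 480/Em 530) followed at 1 s/cycle for 100 cycles in TRHR-expressing cells.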
D2 ag – HTS Assay for Allosteric Agonists of the Human D2 Dopamine Receptor: Primary Screen for Agonists; HEK293 T-REx D2 cells, calcium flux agonist mode; D(2) dopamine receptor (Homo sapiens), P14416; activation, % at 2 µM; hit rate 0.53% among 340,000; AID 485358, 2010;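 active = activation over 3 SD above normal in the single-dose calcium agonist read, cut at about 30% in these data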; also: 0% is about no effect
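Agonism is scored from calcium flux in a force-coupled, inducible HEK293 cell line expressing D2, read kinetically for 180 s after compound addition against dopamine controls.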
D2 antag – HTS Assay for Allosteric Antagonists of the Human D2 Dopamine Receptor: Primary Screen for Antagonists; D(2) dopamine receptor (Homo sapiens), P14416; HEK293 TREx D2 cells, calcium flux, dopamine EC80; inhibition, % at 10 µM; hit rate 2% among 340,000; in the data active = inhibition above about 30%; also: 0% is about no effect
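In this primary screen, negative modulation is detected by tracking calcium flux after an EC80 dopamine challenge in inducible HEK293 T-REx D2 cells preexposed to test compound for 180 s.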
* = called active by the depositor; . = no result given; & = joins results of further samples. Rule as the data show it, unless noted: active = activation above about 30%; inactive = the rest. A portion of the library; rates above refer to the full screens.

Molecule | D1 agonist | D2 potentiator | RXFP1 antag | D1 antagonist | D1 potentiator | TRHR agonist | TRHR PAM | D2 ag | D2 antag
CC(C)CCNC(=O)c1c(N)n(CC2CCCO2)c2nc3ccccc3nc12 (stereo unspecified) | 2 | . | -6 | 22 | 3 | 0.1 | 26 | . | .
CCOc1cc2c(cc1OCC)-n1cccc1C(c1ccc(C(C)C)cc1)NC2 (stereo unspecified) | 16 | 9 | -40 | 6 | -7 | -0.2 | -2 | -0.3 | 13
Cc1cc(N2CCOCC2)ccc1/C=C1\C(=O)NC(=O)N(c2ccccc2)C1=O | 0 | 23 | -4 | 1 | 1 | 0.1 | -4 | -0.1 | -12
O=P(/C(=N/O)N1CCOCC1)(N1CCOCC1)N1CCOCC1 | 3 | 0 | -2 | 0 | -2 | 0.3 | 18 | -0.2 | -4
CCCNS(=O)(=O)c1ccc(OCC(=O)N2CCN(Cc3ccc4c(c3)OCO4)CC2)c(C)c1 | 23 | . | 0 | -16 | -7 | -0.3 | 11 | . | .
CC(=O)OC1C2CCCC1C(N1CCCC1)CC2 (stereo unspecified) | 4&2 | 9&-3 | 5&-13 | -1&2 | -5&-3 | -2.1&1.9 | 0&-7 | 0.0&0.7 | -3&12
CCOC(=O)c1c(N)n(CCCOC(=O)c2ccco2)c2nc3ccccc3nc12 | 0 | 9 | 11 | -4 | -6 | -1.4 | 5 | 2.2 | 14
Cc1cccc(N2C(=O)NC(=O)/C(=C/c3ccc(N4CCOCC4)cc3)C2=O)c1 | 4 | 3 | -2 | 5 | -3 | 2.4 | -7 | 2.0 | -4
Cc1cccc(N2C(=O)/C(=C/N3CCN(C(=O)c4ccco4)CC3)C(=O)NC2=S)c1 | 2 | -3 | -3 | 3 | -4 | 0.2 | 1 | 0.0 | 6
COc1ccc(CN2CCN(C(=O)Cc3ccccc3)CC2)cc1Br | 5 | -3 | -2 | 29 | 0 | -0.3 | -7 | 0.1 | -5
NC(=O)c1ccc(C(=O)Nc2ccc([As](=O)(O)O)cc2)cc1 | 3 | -5 | . | 3 | 1 | 1.0 | -6 | -0.5 | 14
O=C(c1cc(F)ccc1F)C1CCCN(Cc2cc(Cl)ccc2O)C1 (stereo unspecified) | 1 | 0 | 6 | 1 | -11 | -0.2 | 34* | 0.6 | -23
Cc1ccc2c(c1)C1CN(C)CCC1N2C(=O)Cn1cnc2c1c(=O)n(C)c(=O)n2C (stereo unspecified) | 3 | 14 | -10 | -1 | 8 | -0.3 | 2 | -0.1 | 10
CCC(C)(C)n1nnnc1CN1CCC(n2c(C)nc3cc(C(F)(F)F)ccc32)CC1 | 3 | -3 | -15 | 11 | -3 | 2.7 | 5 | 0.3 | 7
COc1ccn(C)c(=O)c1C#N | -1 | 2 | . | -7 | -2 | 0.4 | -2 | -0.4 | 8
CCN(CC)C(=O)c1ccc(NC(=O)COC(=O)c2ccc(Cl)s2)cc1 | 12 | 2 | 5 | 14 | -5 | 0.8 | 0 | -0.2 | -3
c1ccc(CCNC2CCCCCC2)cc1 | 2 | 9 | -5 | -5 | -3 | 0.3 | 5 | 3.4 | 3
CCOc1cccc(=NC2CCCCC2)c2c(C)[nH]c(C)c12 | 3 | -5 | -38 | 7 | -10 | 1.2 | -3 | 5.4 | 10
COc1ccc(CNCCc2c[nH]c3ccccc23)c(OC)c1OC | 9 | -11 | -24 | -11 | -5 | -0.1 | 3 | 8.4 | 14
CCCC1(CCC)C(=O)NC(=Nc2ccc(C)cc2)NC1=O | 7 | 3 | . | 5 | 0 | -0.4 | 0 | 3.0 | -10
O=C1NC(=O)C(=Cc2ccccc2OCCOc2ccc([N+](=O)[O-])cc2)C(=O)N1 | 2 | -1 | 1 | -19 | -6 | 0.8 | 3 | -0.5 | 2
Cn1ccnc1P(=S)(c1nccn1C)c1nccn1C | 1 | 29 | -17 | 14 | 21 | 0.2 | 4 | 0.2 | 1
N#Cc1ccc(NC(=O)CCNC(=O)c2ccco2)cc1Cl | 6 | -1 | -12 | -24 | 0 | -0.3 | 26 | 0.5 | 12
CC(C)C(=O)c1cn(Cc2ccccc2C#N)c2ccccc12 | 4 | 9 | -15 | 0 | -2 | -0.8 | -1 | 0.9 | 6

Carrying on.
Results follow in this order: D1 agonist	D2 potentiator	RXFP1 antag	D1 antagonist	D1 potentiator	TRHR agonist	TRHR PAM	D2 ag	D2 antag
COC(=O)C1=C(c2cccc(OCc3ccccc3)c2)C[C@@H]2CC[C@H]1N2C(=O)NCCc1ccc(F)cc1
→ 13	1	.	11	-2	1.0	-4	0.6	7
O=C(CCS(=O)(=O)c1ccc(Br)cc1)N1CCC2(CC1)OCCO2
→ 4	-3	0	31	1	0.0	-9	-0.5	11
CC1CCCC(NC(=O)COC(=O)c2cn(C)c3ccccc23)C1C (stereo unspecified)
→ 0	8	-1	2	-11	-0.2	1	0.5	3
COc1cc(/C=C/[N+](=O)[O-])ccc1OC(=O)c1cccnc1
→ 6	12	-2	17	-8	2.2	-8	1.6	-2
C[C@H]1C(=O)O[C@@H]2CCN3CC=C(COC(=O)[C@](C)(O)[C@]1(C)O)[C@H]23
→ 0	5	12	19	-2	1.1	43*	-1.2	9
CCc1ccc(OCCCN=C(C)c2c(O)n(C)c(=O)n(C)c2=O)cc1
→ 5	-4	-11	10	-3	-0.8	6	0.1	-5
COc1ccc(OC)c(C(O)C(C)N)c1 (stereo unspecified)
→ 1	-9	.	-9	-2	0.3	-5	1.3	10
CCCCN1C(=O)NC(=O)C2(Cc3cc(C)ccc3N(C)C2)C1=O (stereo unspecified)
→ 1	10	-9	21	2	0.9	11	-1.3	-1
O=C(c1ccc2c(c1)OCO2)C1CCCN(Cc2c(F)cccc2Cl)C1 (stereo unspecified)
→ 8	-15	-8	7	-8	0.0	-5	-0.4	-5
NCCCC(=O)OC1N=C(c2ccccc2Cl)c2cc(Br)ccc2NC1=O (stereo unspecified)
→ 4	-8	1	-12	-6	-0.3	3	-0.3	-5
O=C(CNS(=O)(=O)c1ccc(Br)s1)N1CCC2(CC1)OCCO2
→ 2	7	-2	3	-10	0.0	-6	0.8	-13
CCC(=NCc1cc(OC)cc(OC)c1)c1c(O)n(C)c(=O)n(C)c1=O
→ 9	6	5	-7	1	-0.4	4	0.9	6
COC(=O)C1=C(c2ccc(F)cc2OCc2ccccc2)C[C@@H]2CC[C@H]1N2C(=O)NC1CC1
→ 2	2	.	26	-1	0.0	-2	0.4	6
Cc1cc(OCC(=O)N2CCC(C(=O)O)CC2)c2c3c(c(=O)oc2c1)CCC3
→ 2	-10	.	-7	-3	-0.8	-5	0.1	-3
O=c1c2ccccc2nc(-c2ccc([N+](=O)[O-])cc2)n1-c1ccccc1
→ 1	5	5	-3	-7	-0.3	1	3.7	-5
CC(C)CN(CC(C)C)c1ccc(C=C2C(=O)NC(=S)NC2=O)cc1[N+](=O)[O-]
→ 5	-3	-63*	-18	-6	3.5	-17	0.6	8
O=C(N/N=C/c1c(O)n(Cc2ccccc2)c(=O)[nH]c1=O)c1ccccc1O
→ 1	12	1	-20	-4	-0.9	-2	.	.
N=C1c2ccccc2CN1c1ccc(F)c([N+](=O)[O-])c1
→ 3	-3	-4	-1	6	-1.2	0	1.0	0
O=C1Nc2ccc(Br)cc2C(c2ccccc2Cl)=NC1O (stereo unspecified)
→ 1	-3	.	1	1	0.4	-5	1.0	14
Cc1ccc(Cn2c(C)c3cnn(CC(=O)N4CCC5(CC4)OCCO5)c(=O)c3c2C)cc1
→ 1	-8	-1	-49*	-3	-1.1	-2	0.2	-18

Some of these compounds in order of number of heavy atoms, smallest number first.
Results follow in this order: D1 agonist	D2 potentiator	RXFP1 antag	D1 antagonist	D1 potentiator	TRHR agonist	TRHR PAM	D2 ag	D2 antag
COc1ccc(OC)c(C(O)C(C)N)c1 (stereo unspecified)
→ 1	-9	.	-9	-2	0.3	-5	1.3	10
N=C1c2ccccc2CN1c1ccc(F)c([N+](=O)[O-])c1
→ 3	-3	-4	-1	6	-1.2	0	1.0	0
O=C1Nc2ccc(Br)cc2C(c2ccccc2Cl)=NC1O (stereo unspecified)
→ 1	-3	.	1	1	0.4	-5	1.0	14
COc1cc(/C=C/[N+](=O)[O-])ccc1OC(=O)c1cccnc1
→ 6	12	-2	17	-8	2.2	-8	1.6	-2
O=C(CNS(=O)(=O)c1ccc(Br)s1)N1CCC2(CC1)OCCO2
→ 2	7	-2	3	-10	0.0	-6	0.8	-13
CCCCN1C(=O)NC(=O)C2(Cc3cc(C)ccc3N(C)C2)C1=O (stereo unspecified)
→ 1	10	-9	21	2	0.9	11	-1.3	-1
CC1CCCC(NC(=O)COC(=O)c2cn(C)c3ccccc23)C1C (stereo unspecified)
→ 0	8	-1	2	-11	-0.2	1	0.5	3
O=C(c1ccc2c(c1)OCO2)C1CCCN(Cc2c(F)cccc2Cl)C1 (stereo unspecified)
→ 8	-15	-8	7	-8	0.0	-5	-0.4	-5
NCCCC(=O)OC1N=C(c2ccccc2Cl)c2cc(Br)ccc2NC1=O (stereo unspecified)
→ 4	-8	1	-12	-6	-0.3	3	-0.3	-5
Cc1cc(OCC(=O)N2CCC(C(=O)O)CC2)c2c3c(c(=O)oc2c1)CCC3
→ 2	-10	.	-7	-3	-0.8	-5	0.1	-3
Cc1ccc(Cn2c(C)c3cnn(CC(=O)N4CCC5(CC4)OCCO5)c(=O)c3c2C)cc1
→ 1	-8	-1	-49*	-3	-1.1	-2	0.2	-18
COC(=O)C1=C(c2cccc(OCc3ccccc3)c2)C[C@@H]2CC[C@H]1N2C(=O)NCCc1ccc(F)cc1
→ 13	1	.	11	-2	1.0	-4	0.6	7

The list continues:
Results follow in this order: D1 agonist	D2 potentiator	RXFP1 antag	D1 antagonist	D1 potentiator	TRHR agonist	TRHR PAM	D2 ag	D2 antag
C=CCOC(=O)C1=C(C)OC(N)=C(C(=O)OCC)C12C(=O)N(CC(N)=O)c1ccccc12 (stereo unspecified)
→ 0	1	-9	20	8	-0.9	-6	0.1	-13
COc1cccc(CCNCc2cccc(C(F)(F)F)c2)c1
→ 17	-3	-26	4	4	-0.1	5	0.3	-12
Oc1c(Br)cc(Br)cc1Br
→ 0	15	-8	.	3	0.3	1	1.1	-8
O=c1[nH]c(=S)n(C2CC2)c(O)c1/C=N/Nc1cccc2ccccc12
→ 2	20	.	-3	1	0.2	3	1.1	-16

Screening data as filed in PubChem BioAssay.
